From PubChem
MBD2 inh: MBD2-methylated oligo binding inhibition. Q9UBB5. TR-FRET, MBD2 binding to methylated oligonucleotide. inhibition, % at 4.4 µM. 370,000 compounds, 0.31% hits. AID 686964; in the data active means inhibition above about 13%
Target sequence (Q9UBB5 whole entry, looked up): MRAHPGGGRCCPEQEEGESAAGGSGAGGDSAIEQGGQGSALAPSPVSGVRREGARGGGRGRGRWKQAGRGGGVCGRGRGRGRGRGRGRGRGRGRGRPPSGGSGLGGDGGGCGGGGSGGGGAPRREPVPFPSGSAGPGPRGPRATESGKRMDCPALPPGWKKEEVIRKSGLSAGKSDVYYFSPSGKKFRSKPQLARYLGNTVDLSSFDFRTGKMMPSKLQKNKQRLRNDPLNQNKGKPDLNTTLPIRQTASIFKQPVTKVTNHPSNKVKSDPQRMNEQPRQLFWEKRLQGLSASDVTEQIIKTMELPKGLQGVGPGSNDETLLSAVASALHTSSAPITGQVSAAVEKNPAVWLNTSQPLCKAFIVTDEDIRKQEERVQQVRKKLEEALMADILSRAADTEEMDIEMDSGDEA
Rev-erbA mod: modulates human Rev-erb alpha binding to DNA. P20393. 370,000 compounds, 0.79% hits. activity, % at 10 µM. Rev-erbα–FITC-DNA binding, fluorescence polarization, 90 min;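 active means activity above about 14%, limit read from the data; passing the limit was not always enough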;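 further: 0% = DMSO wells with 35 nM protein and 100% = DMSO wells with 750 nM protein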
PRMT1 inh: PRMT1 (human) inhibition, primary screen | Q99873 | recombinant PRMT1, activity-based probe fluorescence polarization | inhibition, % at 2.79 µM | 370,000 compounds, 1.3% hits | AID 652257;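 active means inhibition above about 21% made by adding two undisclosed values, limit read from the data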
UHRF1 binding: blocks human UHRF1 binding to methylated DNA; Q96T88; UHRF1 binding to methylated oligo, TR-FRET; inhibition, % at 4.4 µM; 370,000 compounds, 0.75% hits; in the data active means inhibition above about 21%;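 further: UHRF1 SRA domain binding a hemimethylated CpG hairpin DNA probe; 0% = median of test compound wells and 100% = reference inhibitor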
LEDGF integ inh: blocks HIV-1 LEDGF/p75-dependent DNA integration. TR-FRET IN-LEDGF/p75 DNA integration, Eu/Cy5. inhibition, % at 3.7 µM. 370,000 compounds, 0.64% hits;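 active means inhibition above the screen-wide mean plus 3 SD, cut at about 13% in these data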;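 further: signal is the Cy5 over europium emission ratio at 671 and 618 nm; 0% = plate median of compound wells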
ABHD4 inh: ABHD4 (mouse) inhibition, primary FP screen. Q8VD66. purified mABHD4, FP-Rh probe fluorescence polarization. inhibition, % at 8.92 µM. 370,000 compounds, 0.54% hits. AID 720543;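 active means inhibition exceeding the mean over every tested compound plus 3 SD, cut at about 30% in these data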;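 further: 0% = plate median of compound wells and 100% = S159A mutant with DMSO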
Target sequence (Q8VD66 whole entry, looked up): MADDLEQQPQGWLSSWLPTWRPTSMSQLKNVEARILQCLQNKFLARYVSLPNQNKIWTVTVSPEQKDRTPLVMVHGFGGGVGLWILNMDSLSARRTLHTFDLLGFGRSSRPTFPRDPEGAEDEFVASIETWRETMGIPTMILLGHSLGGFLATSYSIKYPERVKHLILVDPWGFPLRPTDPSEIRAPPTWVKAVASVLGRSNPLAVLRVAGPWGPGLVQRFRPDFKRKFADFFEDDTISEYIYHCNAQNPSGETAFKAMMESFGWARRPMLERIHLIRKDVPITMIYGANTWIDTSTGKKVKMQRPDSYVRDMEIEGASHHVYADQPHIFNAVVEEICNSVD
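system = mouse ABHD4 enzyme, wild type | medium = HEPES pH 7.0, NaCl, Pluronic buffer | also added = FP-Rh probe | incubation = Enzyme–compound pre-incubation 45 min, then probe 60 min, both 25 °C | technique = fluorescence polarization, excitation 525 nm, emission 598 nm, BODIPY TMR filters | controls = S159A mutant high control, sample median low control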
PG9 Ab binder: PG9 antibody binding by small molecule | inhibition, % at 6.7 µM | AID 624416 | 360,000 compounds, 0.43% hits | TR-FRET gp120-PG9 antibody binding; in the data active means inhibition above about 8.5%
HTRA1 inhibitor: inhibitors of human serine peptidase HTRA1; Q92743; recombinant HTRA1, FP-rhodamine activity-based probe, fluorescence polarization; inhibition, % at 5.96 µM; 340,000 compounds, 0.5% hits; AID 504803; in the data active means inhibition above about 36%;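 further: 0% = enzyme with DMSO and 100% = wells lacking enzyme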
TCR-CD3 inh: human TCR-CD3 binding inhibition; inhibition, % at 9.4 µM; TAMRA-labeled TCR probe fluorescence, biochemical; AID 651800; 360,000 compounds, 0.37% hits; in the data active means inhibition above about 19%;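 further: recombinant mutant TCR 2C K166C tagged with TAMRA read by polarization; 0% = receptor in buffer alone and 100% = receptor with positive control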
rCAG RNA binder: r(CAG) repeat RNA binding; TO-PRO-1 dye displacement fluorescence; 370,000 compounds, 1.3% hits; AID 651821; inhibition, % at 3 µM;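 active means inhibition above the plate cutoff, the mean of all test compounds on that plate plus 3 SD, cut at about 35% in these data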;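 further: 0% = DMSO alone and 100% = 100 µM mitoxantrone as full dye displacement; higher means more dye released from RNA so lower well fluorescence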
The depositor's hits bear a star; . = no result given; & = joins results of further samples. These rows are one share of the data, so the mix of outcomes need not match the whole.

SMILES	MBD2 inh	Rev-erbA mod	PRMT1 inh	UHRF1 binding	LEDGF integ inh	ABHD4 inh	PG9 Ab binder	HTRA1 inhibitor	TCR-CD3 inh	rCAG RNA binder
O=C(C1CCC(=O)N(C2CCCC2)C1)N1CCN(Cc2cccc(F)c2)CC1 (stereo not given)	3	-5	9	6	-5	-12	-2.4	8	-2	-4
COc1ccc(C(=O)NCCc2ccc(F)cc2)cc1OC	-1	3	-3	1	5	-1	-1.5	1	-5	-4
CCOC(=O)C1CCN(C(=O)CN(c2cccc(OC)c2)S(=O)(=O)c2ccccc2)CC1	2	-4	4	3	0	2	-0.5	-1	2	-5
Cc1ccc(CNC(=O)N2CCN(c3ccc(C)cc3)CC2)cc1	2	-4	-1	-2	-1	-3	-0.2	-4	2	-6
CCn1nc(C)c(C(=O)Nc2cc(Oc3ccc(Cl)cc3)cc([N+](=O)[O-])c2)c1C	-2	5	1	4	-1	-28	-1.1	-47	-2	8
COc1cccc(/C=N/c2sc(Cc3ccccc3)c(C)c2C(N)=O)c1O	2	1	11	-5	1	19	-1.0	-3	3	37*
O=C(NN1CCCCC1)c1ccc(COc2ccc(Cl)cc2)cc1	4	6	-1	-1	0	-6	1.0	1	5	-2
Cn1ccc(-c2ccccc2)n1	0	-2	3	4	-5	6	-2.2	3	-12	-2
CCNC(=O)N1CCN(c2ccc(N3CCN(Cc4ccccc4)[C@H](C)C3)c(C)c2)[C@H](C)C1	-2	0	0	-1	1	-1	-2.5	.	3	2
CCC(C)NC(=O)c1cc2c(=O)[nH]c3ccc(C)cc3c2s1 (stereo not given)	0	2	-3	-1	1	-1	-1.4	-22	5	12
N=C1/C(=C\c2ccc(SCc3ccco3)o2)C(=O)N=C2SC=NN12	12	-14	51*	51*	49*	-119	-3.8	-108	-13	41*
O=[N+]([O-])c1ccc(COP(=O)(O)OCc2ccc([N+](=O)[O-])cc2)cc1	0&-4	-2&-6	-8&-2	5&-1	8&2	-17&-5	-3.1&-1.1	.	7&7	6&4
COc1ccc(-c2c(C(=O)c3ccc(Br)cc3)[nH]c(N)c2C(=O)NCCc2c[nH]c3ccccc23)cc1OC	-5	-2	1	-1	2	33*	0.8	.	3	12
CC(NC1CCCC1)C(=O)Nc1ccccc1-c1ccccc1 (stereo not given)	-7	-3	-2	-2	0	3	-2.1	-3	7	-6
CCCNC(=O)C1(C)CCN(Cc2ccc(OCc3ccccc3)cc2)C1 (stereo not given)	2	-6	3	4	1	-1	2.3	.	-10	1
CC(C)COc1nc2ccccc2nc1C(C#N)C(=O)NC1CCCCC1 (stereo not given)	-3	-5	0	0	0	-2	-1.7	0	1	-1
COc1ccc(C2=NOC(C(=O)Nc3c(C)n(C)n(-c4ccccc4)c3=O)C2)cc1OC (stereo not given)	3	0	2	2	-1	-5	0.6	-1	-6	-2
Fc1ccc(-c2nc3ccccc3[nH]2)cc1	-1	0	1	3	-4	2	-2.6	-2	-7	-2
COc1ccc(/C=N/Nc2nc(-c3ccc(C)cc3)c(NC(C)=O)s2)cc1	-2	3	-2	6	1	2	-2.1	6	-7	13
COc1ccc2c(c1)CCCC(Br)C2=O (stereo not given)	-6	-4	16	16	5	13	-2.5	7	-14	18
CCOC(=O)CN1C(=O)C(O)(CC(=O)c2cccc(OC)c2)c2ccccc21 (stereo not given)	8	3	4	4	-3	-10	-1.7	0	-4	1
CCOC(=O)c1ccc(C(=O)OCC)nc1	-3	-1	0	-4	6	-9	-2.4	3	6	-1
NC(=O)CCS(=O)(=O)CCN1CCN(S(=O)(=O)c2ccc3c(c2)CCC3)CC1	0	-1	-1	0	0	3	-0.7	4	7	3
COC(=O)CN(c1ccc2c(c1)OCO2)S(=O)(=O)c1c(C)[nH]c(=O)[nH]c1=O	6	5	1	2	-3	3	0.3	3	-2	-2
CC(C)Oc1ccc(C2CC(=O)N(c3ccc(N(C)C)cc3)C2=O)cc1 (stereo not given)	-4	1	-4	-1	7	0	-0.9	3	-6	-1
CCCCCC1CCC(C(=O)O)CC1 (stereo not given)	-2	4	-4	5	-3	-14	-0.6	4	-18	8
CS(=O)(=O)N1CCC(NC(=O)Cc2ccccc2)CC1	0	-1	2	-1	-7	2	-1.3	-1	-3	-1
Clc1ccc(-c2cn(-c3nc4ccccc4s3)nn2)cc1	6	19*	-3	16	0	2	1.0	.	0	3
Cc1nc(C)c(C(=O)OCC(=O)Nc2cccc(C)c2C)s1	1	1	-2	-1	2	2	-1.4	-5	7	2
C[C@@H]1COc2cc(N3CCCC3)ccc2S(=O)(=O)N1C	8	-5	5	4	-1	6	.	.	.	3
COc1cc(C(=O)NCCOc2ccc(C)c(C)c2)cc(OC)c1OC	-6	-3	0	0	-1	-4	-0.5	8	-1	-10
Clc1cccc(Cl)c1-c1nnc2ccc(N3CCOCC3)nn12	-7	5	1	0	4	3	-0.3	1	1	-1
COc1ccc(-c2c([C@H]3[C@@H]4C=CCC[C@@]4(C)C(=O)N3Cc3ccccc3)ccc3ccccc23)cc1OC	4	-2	-1	0	-2	-1	-0.9	-38	-4	6
CCc1cc2c(nc1CC)CCCN2S(=O)(=O)c1ccc(C(F)(F)F)cc1	3	-1	-4	-2	2	-3	-1.1	.	0	-2
CCc1cc2cc(C)ccc2nc1SCC(=O)N1CC(=O)Nc2ccccc21	0	-3	0	-4	0	-24	0.8	-62	4	4
CC1CCCCN1CC(O)COc1ccc(OCC(O)CN2CCCCC2C)cc1 (stereo not given)	-4	0	2	0	-7	5	0.2	2	-4	-2
CN(C)S(=O)(=O)c1ccc(NC(=O)COC(=O)c2ccccn2)cc1	-3	-1	-3	1	0	-2	0.5	-2	0	8
CC(C)C(N)c1csc(NC(=O)Nc2ccc(OC(F)(F)F)cc2)n1 (stereo not given)	7	-5	-3	1	4	-1	-1.5	.	-6	40*
Cc1cccc(NS(=O)(=O)c2ccc3c(c2)NC(=O)CO3)c1C	-5	1	1	0	2	-3	-1.2	-2	7	3
NC(=O)c1ccc(NC(=O)COC(=O)CC(NC(=O)c2ccccc2Cl)c2ccccc2)cc1 (stereo not given)	2	-2	-3	-2	1	-8	0.6	-5	2	4
COC(=O)CSc1nnc(CNC(=O)c2ccc(S(=O)(=O)N(C)C)cc2)n1C	-3	5	-1	-3	-3	-4	-2.7	5	2	0
Cc1nc(Nc2cccc(O)c2)c2oc3ccccc3c2n1	-1	6	4	0	-4	6	0.4	-4	-8	2
O=CNc1cc(-c2cccc(F)c2)cn2c(-c3ccc(F)cc3)cnc12	0	0	-3	-4	1	-2	-2.3	.	-5	6
COc1ccc(C2CC(c3cccs3)Nc3nnnn32)cc1 (stereo not given)	2	0	6	-1	-3	1	0.4	2	-5	-3
O=C(Nc1ccncc1)Nc1cccc(Cl)c1	-3	0	-2	1	1	-15	-0.6	-21	-3	6
CCC(=O)NNc1nc2c(F)cccc2s1	0	-1	49*	0	1	6	0.6	3	0	5
Fc1ccccc1N1CCN(c2nnnn2-c2ccccc2)CC1	-3	0	4	0	1	4	0.0	0	-1	0
COc1ccc(Nc2nc(Nc3ccc(OC)cc3)nc(-n3[nH]c(=O)c(C)c3C)n2)cc1	-6	5	-1	-5	0	3	-4.0	22	2	6
Cn1c2c(sc1=O)CCC2	-3	2	3	-3	-4	4	2.4	4	-2	4
O=C(CSc1ncnc2ccccc12)Nc1ccc2c(c1)OCO2	4	0	12	0	-2	2	0.2	-2	-6	0
CCCCc1ccc(-c2nn[nH]n2)nc1	3	0	3	2	-2	1	1.6	10	-5	2
COc1ccc(Cl)cc1/C=C(\C#N)C(N)=O	-1	2	-6	-3	-4	2	-1.1	1	4	-3
S=C(NCCc1ccccn1)Nc1ccc(Cl)c(Cl)c1	3	-3	0	3	0	2	-1.9	2	-4	0
C=CCn1c(SCC(=O)N2c3ccccc3Sc3ccccc32)nnc1-c1ccco1	0	-3	-4	7	3	-3	-4.1	-14	-1	-4
O=C(NCc1ccco1)c1cc2nc(-c3ccc4c(c3)OCO4)cc(C(F)(F)F)n2n1	0	0	-1	-4	0	-4	-1.7	-7	6	3
CCOc1ncccc1C(=O)Nc1ccc2c(C)cc(=O)oc2c1	0	-1	-1	2	1	-3	-1.9	-6	11	-2
CN(C)c1nc(N(C)C)nc(N(C#N)Cc2ccc(Cl)cc2)n1	-4	4	1	1	0	-1	-1.0	-6	2	-3
O=C1/C(=C\c2cc([N+](=O)[O-])ccc2O)SC(=S)N1Cc1ccc(Cl)cc1	3	20	26*	0	2	-127	3.1	-85	-37	54*
COc1cc(C(=O)Nc2nnc(CC(C)(C)C)s2)c([N+](=O)[O-])cc1OC	-3	0	-2	1	1	-4	-1.2	-7	4	-2
O=C(N/N=C/c1c[nH]c2ccccc12)c1cc(-c2ccc(-c3ccccc3)cc2)n[nH]1	-7	-2	1	-6	0	-26	-2.2	-32	-3	13

Printed as active in PRMT1 inh (from the list above):
structure,MBD2 inh,Rev-erbA mod,PRMT1 inh,UHRF1 binding,LEDGF integ inh,ABHD4 inh,PG9 Ab binder,HTRA1 inhibitor,TCR-CD3 inh
N=C1/C(=C\c2ccc(SCc3ccco3)o2)C(=O)N=C2SC=NN12,12,-14,51*,51*,49*,-119,-3.8,-108,-13
CCC(=O)NNc1nc2c(F)cccc2s1,0,-1,49*,0,1,6,0.6,3,0
O=C1/C(=C\c2cc([N+](=O)[O-])ccc2O)SC(=S)N1Cc1ccc(Cl)cc1,3,20,26*,0,2,-127,3.1,-85,-37

(list continues)
SMILES	MBD2 inh	Rev-erbA mod	PRMT1 inh	UHRF1 binding	LEDGF integ inh	ABHD4 inh	PG9 Ab binder	HTRA1 inhibitor	TCR-CD3 inh	rCAG RNA binder
CC1=C(C(=O)OCc2ccccc2)C(c2ccc([N+](=O)[O-])cc2)NC(=O)N1 (stereo not given)	1	12	-2	-2	0	-3	-1.4	-17	-9	-3
CC(C)[C@H](NC(=O)c1ccccc1)C(=O)OCC(=O)NCCC1=CCCCC1	0	-1	1	6	-1	-5	0.2	-5	-6	-3
CCOC(=O)c1c(NC(=S)NC(=O)c2ccc(Cn3cc(Cl)cn3)o2)sc2c1CCC(C)C2 (stereo not given)	-1	-1	-4	-2	0	-2	-0.5	4	6	3
COc1ccc(CCNC(=O)CCCn2c(SCC#N)nc3ccccc3c2=O)cc1OC	2	0	2	1	-6	-2	1.0	4	-2	-2
Cn1cnnc1Sc1nc([N+](=O)[O-])nn1C	-4	-1	-2	1	0	0	-0.3	-4	2	0
O=c1oc2ccc(C#CC3(O)CCCCC3)cc2cc1-n1cc(C2(O)CCCCC2)nn1	-1	7	-1	3	0	4	8.1	0	0	-1
Cc1ccc(-c2nnc(SCC(=O)N3CCN(c4ccccc4)CC3)o2)cc1	5	8	1	-4	1	-2	0.5	1	-2	-1
CCCCSCCCNC(=O)CCCN1C(=O)c2ccccc2Sc2ncccc21	-1	3	-2	-2	-4	-1	-3.0	4	2	-10
CC(C)(C)c1ccc(C(=O)NCCn2c(N)c(C#N)c3nc4ccccc4nc32)cc1	-2	-2	3	0	-2	-2	7.2	-7	-5	12
CN1CCN(c2ccc(CNS(=O)(=O)c3ccc(Cl)cc3)cc2)CC1	2	-2	-5	3	0	6	0.1	3	0	-1
CCOC(=O)C1=C(C)N(C[C@@H]2CC[C@@H](Cc3ccc(-c4ccccc4)cc3)O2)C(=O)NC1c1cccc2ccccc12 (stereo not given in full)	4	1	1	0	0	3	0.8	-29	2	7
